# Giardia kill – Giardia lamblia killing; activity change, % at 7.66 µM, hits read low; 340,000 tested, 0.15% active; Giardia lamblia trophozoite viability; in the data active = activity change below about -80%; inconclusive = between about -30% and that limit;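 note: parasites exposed to compound for two days anaerobically before the ATP read; % is set by controls: 0 for no effect and ±100 for the full control effect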
#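 Killing of trophozoites was scored by loss of ATP luminescence after a 48 hrs anaerobic exposure to compounds at 37 deg C, using 100 cells per well.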
# Menin-MLL TR inh – displaces Texas Red mutant MLL peptide from human menin; O00255; Menin + Texas Red MLL mutant peptide, fluorescence polarization; Potency, µM (titrated, usually from 61.6 µM), for inactives: at the highest dose FP activity change, negative = inhibition, most hits filed as inhibitors; 270,000 tested, 0.23% active; AID 1768; active = well fitted inhibition curve with a large enough effect in the polarisation, with a control signal flat, not every such curve was filed as active; inconclusive = small, poorly fitted or top-dose-only effect, or effect the other way, or a change in a side signal; inactive = no such curve, though single readings can be large or run the other way; the % refers to the polarisation; note: potency is the fitted concentration of half-maximal effect; % of control where 0% means no effect; many of its hits are not listed in these tables
# Target sequence (O00255 whole entry, looked up): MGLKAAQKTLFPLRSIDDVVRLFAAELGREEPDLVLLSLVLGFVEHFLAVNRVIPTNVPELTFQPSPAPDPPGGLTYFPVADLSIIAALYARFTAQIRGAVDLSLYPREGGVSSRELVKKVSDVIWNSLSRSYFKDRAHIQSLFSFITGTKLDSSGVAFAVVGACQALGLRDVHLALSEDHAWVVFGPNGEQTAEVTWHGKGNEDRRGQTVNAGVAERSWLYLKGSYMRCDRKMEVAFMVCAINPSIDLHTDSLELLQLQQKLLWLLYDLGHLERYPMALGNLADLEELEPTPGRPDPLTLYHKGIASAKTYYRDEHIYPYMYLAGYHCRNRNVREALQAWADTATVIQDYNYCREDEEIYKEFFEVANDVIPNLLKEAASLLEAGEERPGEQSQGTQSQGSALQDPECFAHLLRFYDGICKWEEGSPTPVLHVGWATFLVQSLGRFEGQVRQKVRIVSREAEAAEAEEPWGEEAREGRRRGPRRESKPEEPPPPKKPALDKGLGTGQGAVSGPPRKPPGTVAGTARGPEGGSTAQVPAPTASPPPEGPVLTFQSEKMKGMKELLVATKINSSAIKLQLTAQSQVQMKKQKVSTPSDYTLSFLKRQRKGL
# Coupling enz – coupling enzyme interference in Giardia aldolase counter-screen | activity change, negative = inhibition, % at 58.2 µM, hits read low | AID 2472 | coupling enzyme system counterscreen, AmpLite Red fluorescence | 290,000 tested, 0.67% active; in the data active = activity change below about -30%; note: % is set by controls: 0 for no effect and ±100 for the full control effect
#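 First, compound is pin-transferred into glyceraldehyde-3-phosphate coupling-enzyme reagent at 57.5 uM final and held 10 min at RT. Next, substrate, coupling system and AmpLite Red are added. After 20 min RT, fluorescence (525/598 nm) is read.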
# The depositor's hits bear a star; ? = inconclusive; . = not tested or not shown; & = joins results of further samples; [ ] = dose if it differs, or a comment. Not all compounds are listed (hit frequency here may not be typical).
SMILES,Giardia kill,Menin-MLL TR inh,Coupling enz
Cc1cccc(NC(=O)c2c(NC(=O)c3ccccc3)sc3c2CCCC3)c1,-2,.,.
Cc1ccc(-c2nc3cnccn3c2Nc2ccc(C(C)C)cc2)o1,-22,.,.
O=c1[nH]cc(C#Cc2ccccc2)c2ncncc12,16,.,.
Cc1ccc2[nH]c(=O)c(CN(CCO)Cc3nnnn3Cc3ccco3)cc2c1,-6,.,.
Cc1ccc(Nc2c(-c3ccsc3)nc3cccc(C)n23)cc1,16,.,.
CC(=O)N1CCC(C(=O)Nc2nnc(C(C)C)s2)CC1,-20,.,.
O=C(Cn1c(=O)n(Cc2ccc(C(=O)NCc3ccc4c(c3)OCO4)cc2)c(=O)c2ccccc21)Nc1ccc(F)cc1F,3,.,.
O=C(c1ccc2c(=O)n(-c3ccccc3)c(=O)[nH]c2c1)N1CCN(Cc2cccs2)CC1,0,.,.
CCCN1CNc2c(c(=O)[nH]c(=S)n2CCc2ccc(OC)cc2)C1,-13,.,.
N#Cc1nc(N2CCCCC2)nc(N(c2ccccc2)c2ccccc2)n1,-1,.,.
COc1ccc(-c2nc3ccc(NC(=O)COC(C)=O)cc3c(=O)n2Cc2ccccc2)cc1COc1ccc(NC(C)=O)cc1,-17,.,.
Cc1ccc(-c2[nH]ncc2CNCc2ccc(CN(C)C)cc2)cc1,12,.,.
NS(=O)(=O)c1ccc(S(=O)(=O)N2CCN(c3nc(-c4ccccc4)nc4ccccc34)CC2)cc1,4,.,.
O=S(=O)(c1ccc(F)cc1)N1CCN(c2nc(-c3ccccc3)nc3ccccc23)CC1,2,.,.
Cc1nn(C)c(Cl)c1S(=O)(=O)N(Cc1ccco1)c1ncnc2nc[nH]c12,3,.,.
Nc1ncnc2c1ncn2COC(CO)CO,-2,.,.
Cc1ccc2[nH]c(=O)c(CN(CCCO)Cc3nnnn3Cc3ccccc3)cc2c1,-3,.,.
N#Cc1ccc(S(=O)(=O)N2CCN(c3nc(-c4cccs4)nc4ccccc34)CC2)cc1,-6,.,.
CCN(Cc1ccccc1)c1nc2c(S(=O)(=O)c3ccccc3)nnn2c2ccc(Cl)cc12,0,.,.
COc1cccc(CN2C(=O)c3ccccc3Sc3ccc(C(=O)NCCc4ccc(Cl)cc4)cc32)c1,5,.,.
COc1ccc(CN(Cc2ccccc2)C(=O)C2CC2)cc1COc1ccc(NC(C)=O)cc1,6,.,.
CCCN1C(=O)c2ccccc2NC1c1ccc(OC)c(COc2cccc(C)c2C)c1 (centres undefined),0,.,.
COc1ccccc1-c1nn2c(-c3cc(-c4ccccc4)n[nH]3)nnc2s1,20,.,.
c1coc(-c2nc3cc4ccccc4cc3nc2-c2ccco2)c1,?,.,.
N#Cc1cccc(NC(=O)c2ccc3c(c2)N(Cc2cccc(Cl)c2)C(=O)c2ccccc2S3(=O)=O)c1,-18,.,.

# Additional compounds follow:
SMILES,Giardia kill,Menin-MLL TR inh,Coupling enz
O=C(Nc1nnc(C2CCCCC2)s1)C1CCN(C(=O)c2ccco2)CC1,11,.,.
O=C(NCC1CC1)c1ccc2nc(-c3ccoc3)c(-c3ccoc3)nc2c1,-5,.,.
O=S(=O)(c1ccc(Br)cc1)N1CCN(c2nc(-c3cccs3)nc3ccccc23)CC1,-13,.,.
Cc1ccc(Nc2c(-c3ccsc3)nc3c(C)cccn23)cc1,13,.,.
CN1CCc2c(c3cnc4cc(Cl)ccc4c3n2C)C1,72[activator],.,.
CN1CC[C@H](c2c(O)cc(O)c3c(=O)cc(-c4ccccc4Cl)oc23)[C@@H](O)C1,5,.,.
COc1ccc(C(=O)NCC(=O)OCC(=O)c2ccc3ccccc3c2)cc1,-21,.,.
CS(=O)(=O)c1ccc(C(=O)OCC(=O)NC(=O)NC2CCCCC2)cc1[N+](=O)[O-],-9,.,.
CC1(C)CC(=O)C2=C(C1)NC(Nc1nc3ccccc3o1)=NC2c1cccc(O)c1 (centres undefined),13,.,.
Cc1ccc(-c2[nH]ncc2CNCc2ccccc2)cc1,0,.,.
CN1CCc2[nH]c3ccc(Cl)cc3c2C1,6,.,.
COc1ccc(CN(Cc2ccccc2)C(=O)c2ccncc2)cc1COc1ccc(NC(C)=O)cc1,5,.,.
COc1ccc(C2Nc3ccccc3C(=O)N2Cc2ccco2)cc1 (centres undefined),10,.,.
COc1ccc(S(=O)(=O)N2CCN(c3ccccc3)CC2)cc1-c1noc(C)n1,2,.,.
CCCCc1oc2ccccc2c1C(=O)c1cc(I)c(N(CC)CCOCC)c(I)c1,-4,.,.
NCCCN(Cc1ccc(Cl)cc1)c1ccc(Br)cn1,3,.,.
O=[N+]([O-])c1ccc(-c2csc(Nc3ccccc3)n2)cc1,16,.,.
O=C(CNC(=O)c1ccccc1)NCC(=O)OCC(=O)c1ccc2ccccc2c1,26,.,.
COc1[nH]c(/N=C/c2ccco2)c(C#N)c1C#N,-23,.,.
COc1ccc(-c2nc3c(c(SCC(=O)Nc4ccc(C(=O)O)cc4)n2)Cc2ccccc2O3)cc1,10,.,.
N#Cc1nc(-c2ccc(OCc3ccc(Cl)cc3)cc2)oc1N1CCCCCC1,2,.,.
COc1ccc(CN(Cc2ccccc2)C(=O)COC(C)=O)cc1COc1ccc(NC(C)=O)cc1,-6,.,.
CCCCn1c(SCC#N)nc2ccccc2c1=O,-4,.,.
O=C1c2ccccc2C(=O)N1c1ccc2ncccc2c1,2,.,.
NC(=O)CSc1ccc2nnc(-c3ccncc3)n2n1,15,.,.

# (listing goes on)
SMILES,Giardia kill,Menin-MLL TR inh,Coupling enz
CC(C)(C)C(=O)Nc1ccc2c(c1)C(=O)C(=O)c1ccccc1-2,13,.,.
CCOc1cc(C2Nc3ccccc3C(=O)N2Cc2ccco2)ccc1O (centres undefined),7,.,.
O=S(=O)(/N=C(/Sc1ccccc1)c1ccccc1)c1ccc(Cl)cc1,3,.,.
O=C(c1ccco1)N(Cc1cccs1)c1ccc(O)cc1,-7,.,.
COc1ccc(-c2nn3c(-c4cc(-c5ccccc5)n[nH]4)nnc3s2)cc1,13,.,.
O=[N+]([O-])c1cccc(S(=O)(=O)N2CCN(c3nc(-c4cccs4)nc4ccccc34)CC2)c1,-11,.,.
Cc1cccc(S(=O)(=O)N2CCN(c3nc(-c4cccs4)nc4ccccc34)CC2)c1,-6,.,.
COc1ccc(CCNc2ncnc3nc[nH]c23)cc1,-18,.,.
CS(=O)(=O)c1ccc(C(=O)OCC(=O)N2CCc3ccccc32)cc1[N+](=O)[O-],1,.,.
O=C(O)c1ccc(CNc2ncnc3nc[nH]c23)cc1,18,.,.
COc1cc(C2Nc3ccccc3C(=O)N2Cc2ccco2)cc(OC)c1OC (centres undefined),-18,.,.
Oc1ccc(Cl)cc1C1C=C(c2ccc3c(c2)OCO3)NC(c2ccc(C(F)(F)F)cc2)N1 (centres undefined),17,.,.
O=c1c2ccccc2sn1-c1ccc(Cl)c(S(=O)(=O)N2CCOCC2)c1,-6,.,.
COc1ccccc1C(O)c1nccn1Cc1ccccc1 (centres undefined),5,.,.
C=CCn1c(SC(C)C#N)nc2ccccc2c1=O (centres undefined),8,.,.
O=C(c1ccc2c(=O)n(CCc3ccccc3)c(=O)[nH]c2c1)N1CCN(C(=O)c2ccco2)CC1,-2,.,.
Cc1ccc(-c2c(C(=O)NCCc3ccccc3)oc(=O)c3ccccc23)cc1,?,.,.
CCNc1nc(C#N)nc(NCC)n1,-14,.,.
CN(C)Cc1cn(-c2ccccc2)nc1-c1ccccc1,3,.,.
Cc1ccc(Nc2c(-c3ccc(C)o3)nc3ccccn23)cc1,13,.,.
CC1CCc2nc(-c3cc4c(ccc5ccccc54)oc3=O)sc2C1 (centres undefined),-5,.,.
Cc1cc(C(=O)OCC(=O)NC(=O)C2CCCCC2)ccc1[N+](=O)[O-],15,.,.
CC1CCc2cc(F)cc3c2N1C(=O)C(C(=O)Nc1cnccn1)C3=O (centres undefined),?,.,.
O=C(NCCc1nc2ccccc2n1CCOc1cccc2ccccc12)C1CCCCC1,0,.,.
CO[C@H]1C[C@@H]2CC[C@@H](C)[C@@](O)(O2)C(=O)C(=O)N2CCCC[C@H]2C(=O)O[C@H]([C@H](C)C[C@@H]2CC[C@@H](O)[C@H](OC)C2)CC(=O)[C@H](C)/C=C(/C)[C@@H](O)[C@@H](OC)C(=O)[C@H](C)C[C@H](C)C=C/C=C\C=C/1C,8,.,.

# Other records follow.
SMILES,Giardia kill,Menin-MLL TR inh,Coupling enz
Cc1ccc(S(=O)(=O)N2CCN(c3nc(-c4cncs4)nc4ccccc34)CC2)cc1,?,.,.
O=C1CC(c2ccccc2)Cc2[nH]c(=O)c(-c3nc(-c4ccc(F)cc4)cs3)cc21 (centres undefined),-23,.,.
O=C1C(=O)C(c2ccc(O)cc2O)Oc2cc(O)cc(O)c21 (centres undefined),9,.,.
CC(C)(C)OC(=O)N(c1cccc2cccnc12)S(=O)(=O)c1ccccc1Br,3,.,.
Cc1ccc(S(=O)(=O)N2CCCN(c3nc(-c4cccs4)nc4ccccc34)CC2)cc1,1,.,.
CCCS(=O)(=O)c1ncc(Cl)c(C(=O)N(Cc2ccccc2)Cc2ccco2)n1,11,.,.
COc1ccccc1C1N=C(Nc2nc3ccccc3o2)NC2=C1C(=O)CC(C)(C)C2 (centres undefined),4,.,.
O=S(=O)(Nc1cccc2cccnc12)c1ccccc1Br,-1,.,.
CC(C)NS(=O)(=O)c1ccc2[nH]c3nc(SCC(=O)Nc4ccc(F)c(F)c4)nnc3c2c1,-18,.,.
CC1(C)OC(=O)C2(Cc3cc([N+](=O)[O-])ccc3N3CCCCCC32)C(=O)O1 (centres undefined),-9,.,.
Cc1ccc(-c2nc(=N)sn2Cc2ccccc2)cc1,24,.,.
O=C(Nc1nc(-c2ccc3c(c2)OCCO3)cs1)C1CC(=O)N(c2ccc3c(c2)OCCO3)C1 (centres undefined),-3,.,.
Cc1ccc2[nH]c(=O)c(CN(Cc3ccco3)Cc3nnnn3Cc3ccco3)cc2c1,6,.,.
COc1ccc(CCn2c3c(c(=O)[nH]c2=S)CN(C)CN3)cc1OC,-5,.,.
CCn1c2ccccc2c2nnc(SC3CCOC3=O)nc21 (centres undefined),6,.,.
Cc1ccc(S(=O)(=O)N2CCN(c3nc(-c4cscn4)nc4ccccc34)CC2)cc1,6,.,.
COc1ccc(C#Cc2c[nH]c(=O)c3cncnc23)cc1OC,-2,.,.
Cc1ccc(C)c(Nc2nc(NCc3ccco3)nc3nccnc23)c1,-21,.,.
Cc1ccc(C)c2c1NC(C(=O)O)C1CC=CC21 (centres undefined),-30,.,.
COc1ccc(C(=O)C2C(=O)C(=O)N(Cc3ccco3)C2c2cccs2)cc1 (centres undefined),-9,.,.
CCNc1nc(NCC)nc(-n2cc(C(=O)c3cc(Cl)ccc3O)cn2)n1,-4,.,.
O=S(=O)(c1ccc2c(c1)OCCO2)N1CCN(c2nc(-c3ccccc3)nc3ccccc23)CC1,5,.,.
CC(=O)Nc1cc(O)c2nonc2c1O,-3,.,.
CCOC(=O)c1ccc(N2C(=O)c3n[nH]c(-c4cccs4)c3C2c2ccc(CC)cc2)cc1 (centres undefined),-20,.,.
Cc1cc(N2CCOCC2)nc2ccc(NC(=O)C3CCCCC3)cc12,15,.,.

# (listing goes on)
SMILES,Giardia kill,Menin-MLL TR inh,Coupling enz
O=C(Nc1ccc([N+](=O)[O-])cc1Cl)c1ccccc1O,-19&-22,.,.
O=C(O)[C@@H]1C[C@H](C(=O)O)N1,-7,?,2
CCCCN1CCC2C=CCC(C(=O)O)C2C1=O (centres undefined),6,-13%,0
CCCN1CCC(=O)N(CCSc2ccc(Br)cc2)CC1,15,-11%,0
COC(=O)CN1CCC(=O)c2ccccc2S1(=O)=O,-3,0%,0
C=C1C=CS(=O)(=O)N(C(C)C(=O)OC)C1 (centres undefined),14,0%,0
Cc1cn(C2CC3OCC(NC(=O)C(NC(=O)OC(C)(C)C)C(C)OCc4ccccc4)C3O2)c(=O)[nH]c1=O (centres undefined),7,1%,4
CCOC(=O)C1=C[C@@H](C(=O)OCC)[C@@H]2C3=C(C(=O)C2(C)C)[C@H](c2ccccc2)[C@@H]2C(=O)N(c4ccccc4)C(=O)[C@@H]2[C@@H]3C1,19,-6%,-3

# Another view of 4 compounds above:
CCCN1CCC(=O)N(CCSc2ccc(Br)cc2)CC1
  Giardia kill = 15	Menin-MLL TR inh = -11%	Coupling enz = 0
COC(=O)CN1CCC(=O)c2ccccc2S1(=O)=O
  Giardia kill = -3	Menin-MLL TR inh = 0%	Coupling enz = 0
C=C1C=CS(=O)(=O)N(C(C)C(=O)OC)C1 (centres undefined)
  Giardia kill = 14	Menin-MLL TR inh = 0%	Coupling enz = 0
Cc1cn(C2CC3OCC(NC(=O)C(NC(=O)OC(C)(C)C)C(C)OCc4ccccc4)C3O2)c(=O)[nH]c1=O (centres undefined)
  Giardia kill = 7	Menin-MLL TR inh = 1%	Coupling enz = 4

# 3 records picked at random from those above:
SMILES,Giardia kill,Menin-MLL TR inh,Coupling enz
O=[N+]([O-])c1ccc(-c2csc(Nc3ccccc3)n2)cc1,16,.,.
O=C1C(=O)C(c2ccc(O)cc2O)Oc2cc(O)cc(O)c21 (centres undefined),9,.,.
CN(C)Cc1cn(-c2ccccc2)nc1-c1ccccc1,3,.,.

# Screening results from PubChem BioAssay.
